EP2 antag: inhibitors of human EP2 prostaglandin E2 receptor | AID 1422 | inhibition, % at 25 µM | P43116 | hit rate 0.52% among 260,000 | C6 glioma cells expressing human EP2, cAMP TR-FRET; cells stimulated with saturating PGE2;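 active means percent inhibition above 40 after rounding to a whole number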;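 further: rat C6 glioma host cells with rolipram phosphodiesterase inhibitor present; the protocol text gives 20 µM as final concentration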
Target sequence (P43116 whole entry, looked up): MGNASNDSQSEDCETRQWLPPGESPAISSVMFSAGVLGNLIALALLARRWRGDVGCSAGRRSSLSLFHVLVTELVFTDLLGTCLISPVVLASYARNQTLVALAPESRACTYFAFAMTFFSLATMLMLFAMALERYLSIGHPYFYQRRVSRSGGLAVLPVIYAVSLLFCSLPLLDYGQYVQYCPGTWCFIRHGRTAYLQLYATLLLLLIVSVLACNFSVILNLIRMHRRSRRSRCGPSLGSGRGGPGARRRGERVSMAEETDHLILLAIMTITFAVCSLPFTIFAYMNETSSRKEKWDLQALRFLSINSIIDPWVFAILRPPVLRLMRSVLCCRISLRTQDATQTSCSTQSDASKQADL
S1P4 ag: agonists of human S1P4 receptor | O95977 | S1P4-expressing cell line, agonist reporter assay | activation, % at 4.98 µM | hit rate 0.35% among 220,000 | AID 1509; in the data active means activation above about 11%;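 further: 0% = DMSO vehicle and 100% = reference agonist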
eIF4E-4G inh: blocks eIF4E binding to eIF4G; TR-FRET eIF4E-eIF4GI(517-606) binding, 2 h; inhibition, % at 21.7 µM; hit rate 0.37% among 220,000; AID 782;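 active means inhibition above about 30%, limit read from the data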;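 further: 0% = full FRET control wells and 100% = background wells lacking eIF4GI fragment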
S1P4 antagonist: antagonists of human S1P4 receptor | S1P4-expressing cells, antagonist mode, reporter read-out | inhibition, % at 4.98 µM | hit rate 0.26% among 220,000 | AID 1510; in the data active means inhibition above about 29%;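 further: 0% = wells stimulated with agonist and 100% = vehicle wells without agonist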
EP2 mod: modulates human prostaglandin E2 receptor EP2 signaling | induction, % at 25 µM | EP2-expressing cells, cAMP HTRF FRET, PGE2 co-stimulation | hit rate 0.83% among 260,000 | AID 940;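 active means compounds whose cAMP rise, as percent of the full-agonist control response, exceeds 60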;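 further: rat C6 glioma line stably carrying human EP2 under a CMV promoter; the protocol text gives 20 µM as final concentration; 100% = response of wells given 1 µM PGE2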
NPY Y1 blocker: blocks the human neuropeptide Y Y1 receptor. P25929. HEK293-CNG Y1 cells, membrane potential fluorescence; NPY at EC95, then isoproterenol. inhibition, % at 3.6 µM. hit rate 1% among 200,000. AID 1040;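 active means inhibition above the campaign mean inhibition of all tested compounds plus 3 SD, cut at about 20% in these data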;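 further: 0% = DMSO wells given NPY plus isoproterenol and 100% = isoproterenol alone without NPY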
Target sequence (P25929 whole entry, looked up): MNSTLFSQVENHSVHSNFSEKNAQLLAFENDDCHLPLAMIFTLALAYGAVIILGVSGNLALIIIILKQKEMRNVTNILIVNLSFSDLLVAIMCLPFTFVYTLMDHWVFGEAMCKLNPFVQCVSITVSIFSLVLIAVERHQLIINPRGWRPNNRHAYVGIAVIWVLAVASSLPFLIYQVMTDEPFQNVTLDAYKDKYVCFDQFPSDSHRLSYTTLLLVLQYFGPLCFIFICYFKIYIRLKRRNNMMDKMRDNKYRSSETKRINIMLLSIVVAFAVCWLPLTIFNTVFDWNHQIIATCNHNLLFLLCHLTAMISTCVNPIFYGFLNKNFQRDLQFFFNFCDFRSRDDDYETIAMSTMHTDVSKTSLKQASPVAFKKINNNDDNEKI
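material = HEK293 cells with Y1 receptor plus CNG channel | also added = NPY 25 nM then isoproterenol 1 µM plus Ro 20-1724 25 µM | schedule = dye 3 h, compound 60 min room temperature, stimulation 45 min | measured by = membrane potential fluorescence | benchmarks = high control isoproterenol alone, low control NPY with isoproterenol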
NPY1 pot ag: human NPY-Y1 potentiation or agonism, primary screen | NPY-Y1 expressing cells, potentiator/agonist activation | activation, % at 3.6 µM | hit rate 0.37% among 220,000 | AID 1304; in the data active means activation above about 33%, passing the limit was not always enough;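 further: cells stimulated with NPY at EC10 then isoproterenol at EC100; 0% = low agonist plus stimulus and 100% = saturating agonist plus stimulus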
NPY-Y2 PAM-ag: potentiators or agonists of human neuropeptide Y receptor Y2; P49146; activation, % at 3.6 µM; hit rate 0.45% among 220,000; cells expressing NPY-Y2, potentiator/agonist read-out; in the data active means activation above about 27%;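 further: cells stimulated with NPY near EC25 plus isoproterenol at EC100; 0% = vehicle plus submaximal agonist and 100% = vehicle plus saturating agonist; some results beyond the cut were filed as inactive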
p97 inhibitor: human p97 ATPase inhibition; hit rate 0.42% among 220,000; AID 1481; recombinant p97 ATPase, Kinase-Glo ATP luminescence, 3 h; P55072; inhibition, % at 8 µM; in the data active means inhibition above about 15%;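 further: 0% = DMSO vehicle and 100% = wells lacking enzyme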
An asterisk follows results filed as active; [ ] = another dose, or the depositor's remark. Only part of the results is shown, so the mix of outcomes need not match the whole.

Screening CCc1ccc2oc(=O)cc(CN3CCN(c4ccc(F)cc4)CC3)c2c1 returned EP2 antag 12, S1P4 ag -0.5, eIF4E-4G inh -6, S1P4 antagonist -3, EP2 mod 35, NPY Y1 blocker 11, NPY1 pot ag -46, NPY-Y2 PAM-ag -14 and p97 inhibitor 1.
CCOC(=O)c1c(N/N=C/c2cccnc2)n[nH]c1C was read as EP2 antag 10, S1P4 ag 0.2, eIF4E-4G inh 1, S1P4 antagonist 2, EP2 mod -23, NPY1 pot ag 8, NPY-Y2 PAM-ag 10 and p97 inhibitor 2.
For COc1ccccc1N1CCN(C(=O)C2CCN(S(=O)(=O)c3ccccc3)CC2)CC1 the results were EP2 antag 6, S1P4 ag 2.0, eIF4E-4G inh 0, S1P4 antagonist 3, EP2 mod 0, NPY Y1 blocker 5, NPY1 pot ag -8, NPY-Y2 PAM-ag 0 and p97 inhibitor -2.
Screening COc1ccc(NC(=O)c2cccc(S(=O)(=O)N(C)c3ccccc3)c2)cn1 returned EP2 antag 4, S1P4 ag 1.1, eIF4E-4G inh 6[fluorescence artefact?], S1P4 antagonist -27, EP2 mod -73, NPY Y1 blocker -2, NPY1 pot ag -2, NPY-Y2 PAM-ag -23 and p97 inhibitor -2.
Screening O=S(=O)(c1ccccc1)N1CCN(c2nc3ccccc3s2)CC1 returned S1P4 ag 0.1, eIF4E-4G inh -9, S1P4 antagonist -2, EP2 mod -25, NPY Y1 blocker 6, NPY1 pot ag -5, NPY-Y2 PAM-ag -2 and p97 inhibitor 2.
`CCCCC(CCC(=O)Nc1ccn(-c2ccccc2)n1)C(=O)O` (stereo not given) gave EP2 antag 9, S1P4 ag -0.2, eIF4E-4G inh 3, S1P4 antagonist 11, EP2 mod -3, NPY1 pot ag -27, NPY-Y2 PAM-ag -14 and p97 inhibitor 1.
For Clc1ccccc1Cc1noc(CN2CCCCC2c2ccccn2)n1 (stereo not given) the results were EP2 antag 6, S1P4 ag 1.9, eIF4E-4G inh -1, S1P4 antagonist -12, EP2 mod -14, NPY Y1 blocker -1, NPY1 pot ag 2, NPY-Y2 PAM-ag 2 and p97 inhibitor 1.
Screening O=C(Nc1cccc2ncccc12)c1cc2ccccc2o1 returned EP2 antag 8, S1P4 ag -1.7, eIF4E-4G inh 7[fluorescence artefact?], S1P4 antagonist 15, EP2 mod 25, NPY Y1 blocker 11, NPY1 pot ag 4, NPY-Y2 PAM-ag 13 and p97 inhibitor 3.
CCCNC(=S)N1CCC(C(=O)c2ccc(OC)cc2)CC1 was read as EP2 antag 7, S1P4 ag 2.0, eIF4E-4G inh 1, S1P4 antagonist -15, EP2 mod 9, NPY Y1 blocker -1, NPY1 pot ag -9, NPY-Y2 PAM-ag 9 and p97 inhibitor 1.
Screening O=c1[nH]c2cc3c(cc2cc1CN(Cc1nnnn1CC1CCCO1)C1CCCCC1)OCO3 (stereo not given) returned S1P4 ag -0.2, eIF4E-4G inh 7, S1P4 antagonist 7, EP2 mod 21, NPY Y1 blocker 0, NPY1 pot ag -15, NPY-Y2 PAM-ag -7 and p97 inhibitor 1.
For COc1ccc(OC)c2[nH]c(=O)c(CCNC(=O)CC(C)C)cc12 the results were EP2 antag 15, S1P4 ag -1.9, eIF4E-4G inh 3, S1P4 antagonist -15, EP2 mod -8, NPY Y1 blocker 2, NPY1 pot ag 17, NPY-Y2 PAM-ag 4 and p97 inhibitor 2.
Screening O=C(NNC(=O)c1ccc(NC(=O)c2ccccc2)cc1)Nc1ccccc1 returned EP2 antag 4, S1P4 ag -1.1, eIF4E-4G inh 4, S1P4 antagonist -2, EP2 mod -49, NPY Y1 blocker 0, NPY1 pot ag 0, NPY-Y2 PAM-ag -3 and p97 inhibitor 6.
For O=C1/C(=C\c2cccnc2)SC(=S)N1C1CCS(=O)(=O)C1 (stereo not given) the results were EP2 antag 8, S1P4 ag -0.1, eIF4E-4G inh 0, S1P4 antagonist -10, EP2 mod -4, NPY Y1 blocker -5, NPY1 pot ag -9, NPY-Y2 PAM-ag 12 and p97 inhibitor -1.
`S=c1[nH]nc(-c2ccncc2)n1Cc1ccco1` gave EP2 antag 4, S1P4 ag -0.7, eIF4E-4G inh 0, S1P4 antagonist -9, EP2 mod 16, NPY Y1 blocker -3, NPY1 pot ag -16, NPY-Y2 PAM-ag 2 and p97 inhibitor 0.
CC(=O)Nc1cccc(OCCCOc2ccc([N+](=O)[O-])cc2)c1 was read as EP2 antag 7, S1P4 ag -0.4, eIF4E-4G inh -6, S1P4 antagonist 0, EP2 mod -10, NPY1 pot ag 1, NPY-Y2 PAM-ag -12 and p97 inhibitor 2.
For Cc1nc2c(c(-c3ccccc3)c1C#N)C(=O)c1ccccc1-2 the results were EP2 antag 10, S1P4 ag -0.4, eIF4E-4G inh 2, S1P4 antagonist 2, EP2 mod 50, NPY Y1 blocker -4, NPY1 pot ag 2, NPY-Y2 PAM-ag -2 and p97 inhibitor -4.
CCSc1nnc(-c2cccc(S(=O)(=O)N(C)C)c2)n1-c1cc(OC)ccc1OC was read as EP2 antag 4, S1P4 ag 1.5, eIF4E-4G inh -7, S1P4 antagonist -4, EP2 mod -5, NPY Y1 blocker 9, NPY1 pot ag -16, NPY-Y2 PAM-ag -5 and p97 inhibitor 2.
Screening O=C1NC2=C(CCc3ccccc32)C(c2ccc(Br)cc2)N1 (stereo not given) returned EP2 antag 6, S1P4 ag 2.4, eIF4E-4G inh -13[fluorescence artefact?], S1P4 antagonist -12, EP2 mod -9, NPY Y1 blocker -2, NPY1 pot ag 2, NPY-Y2 PAM-ag -1 and p97 inhibitor -2.
Screening O=C1NC(NS(=O)(=O)c2ccccc2)(C(F)(F)F)C(=O)N1Cc1cccnc1 (stereo not given) returned EP2 antag 7, S1P4 ag 0.6, eIF4E-4G inh 2, S1P4 antagonist -1, EP2 mod -13, NPY Y1 blocker 0, NPY1 pot ag 8, NPY-Y2 PAM-ag -17 and p97 inhibitor -3.
Screening COC(=O)CSc1nnc(CNC(=O)c2cccs2)n1-c1cccc(C)c1 returned EP2 antag 2, S1P4 ag -0.9, eIF4E-4G inh 2, S1P4 antagonist -4, EP2 mod 2, NPY Y1 blocker 4, NPY1 pot ag -7, NPY-Y2 PAM-ag -7 and p97 inhibitor -3.
For CCOC(=O)c1ccc(N2CN(C3CCCCC3)CNC2=S)cc1 the results were EP2 antag 17, S1P4 ag 0.9, eIF4E-4G inh 1, S1P4 antagonist -14, EP2 mod 6, NPY Y1 blocker 3, NPY1 pot ag 19, NPY-Y2 PAM-ag 19 and p97 inhibitor 8.
CCCOc1cccc(C(=O)Nc2ccc(Br)cc2F)c1 was read as EP2 antag 14, S1P4 ag 1.8, eIF4E-4G inh -1[fluorescence artefact?], S1P4 antagonist -16, EP2 mod 32, NPY Y1 blocker 10, NPY1 pot ag -35, NPY-Y2 PAM-ag -11 and p97 inhibitor 2.
`C/C(=N\NC(=O)C1CC1)c1ccc2c(c1)OCCO2` gave EP2 antag 7, S1P4 ag 0.5, eIF4E-4G inh -3, S1P4 antagonist -6, EP2 mod 7, NPY Y1 blocker 0, NPY1 pot ag -18, NPY-Y2 PAM-ag -1 and p97 inhibitor 1.
For O=C(COC(=O)c1cccs1)NCC1CCCO1 (stereo not given) the results were EP2 antag 12, S1P4 ag -2.5, eIF4E-4G inh 1[fluorescence artefact?], S1P4 antagonist 7, EP2 mod -1, NPY Y1 blocker -3, NPY1 pot ag 12, NPY-Y2 PAM-ag 4 and p97 inhibitor 3.
Screening COc1ccc(CCn2c(C3CCCCC3)nc3c(c(=O)c4ccccc4n3C)c2=O)cc1OC returned EP2 antag 1, S1P4 ag -1.7, eIF4E-4G inh 4, S1P4 antagonist 7, EP2 mod -8, NPY1 pot ag -20, NPY-Y2 PAM-ag -26 and p97 inhibitor 0.
For CCCCOc1ccc(C(=O)Nc2cc(C)c(OCC(=O)N3CCOCC3)c(C)c2)cc1 the results were EP2 antag 10, S1P4 ag -0.2, eIF4E-4G inh -2, S1P4 antagonist -7, EP2 mod 10, NPY Y1 blocker -1, NPY1 pot ag -13, NPY-Y2 PAM-ag 1 and p97 inhibitor -1.
`COc1cccc(NC(=O)CSc2nnnn2C(C)C)c1` gave S1P4 ag -1.2, eIF4E-4G inh 8, S1P4 antagonist -20, EP2 mod 14, NPY Y1 blocker -6, NPY1 pot ag 6, NPY-Y2 PAM-ag -2 and p97 inhibitor 3.
`Fc1ccccc1N1CCN(C(c2cccs2)c2nnnn2CCc2ccccc2)CC1` (stereo not given) gave S1P4 ag 0.3, eIF4E-4G inh 10, S1P4 antagonist -2, EP2 mod 14, NPY Y1 blocker 1, NPY1 pot ag -14, NPY-Y2 PAM-ag 1 and p97 inhibitor -4.
`CC(C)N1CCc2[nH]c(=S)[nH]c(=O)c2C1` gave EP2 antag 5, S1P4 ag 0.2, eIF4E-4G inh 2[fluorescence artefact?], S1P4 antagonist -7, EP2 mod 16, NPY Y1 blocker 2, NPY1 pot ag 20, NPY-Y2 PAM-ag 3 and p97 inhibitor 4.
CSCCC(NC(=O)c1cc(CC(C)C)oc1C)C(=O)O (stereo not given) was read as S1P4 ag -2.5, eIF4E-4G inh 0, S1P4 antagonist 3, EP2 mod 33, NPY Y1 blocker 2, NPY1 pot ag -13, NPY-Y2 PAM-ag -5 and p97 inhibitor 0.
CSCC[C@H](NC(=O)Nc1cccc(Br)c1)C(=O)O was read as EP2 antag 6, S1P4 ag 0.1, eIF4E-4G inh -4, S1P4 antagonist -4, EP2 mod 24, NPY1 pot ag -24, NPY-Y2 PAM-ag -14 and p97 inhibitor 3.
Screening Cc1ccc(S(=O)(=O)NNC(=O)c2cnn(-c3ccc(Cl)cc3)c2C(F)(F)F)cc1 returned EP2 antag 4, S1P4 ag 0.4, eIF4E-4G inh 0, S1P4 antagonist -19, EP2 mod -14, NPY1 pot ag 1, NPY-Y2 PAM-ag 13 and p97 inhibitor 2.
`COc1ccc2[nH]c(=O)cc(C(=O)O)c2c1` gave EP2 antag 7, S1P4 ag 1.1, eIF4E-4G inh 6, S1P4 antagonist -12, EP2 mod 9, NPY Y1 blocker -4, NPY1 pot ag 4, NPY-Y2 PAM-ag 5 and p97 inhibitor 8.
Cc1cccc(NC(=O)C2SC(=Nc3c(C)cccc3C)C(C(=O)N3CCOCC3)=C2N)c1 (stereo not given) was read as EP2 antag 10, S1P4 ag -0.1, eIF4E-4G inh -6, S1P4 antagonist 2, EP2 mod 19, NPY Y1 blocker -1, NPY1 pot ag 4, NPY-Y2 PAM-ag -8 and p97 inhibitor -2.
Screening CC(=O)OCC1=C(C(=O)O)N2C(=O)C(NC(=O)CCn3nc(C(F)(F)F)c(Br)c3C3CC3)C2SC1 (stereo not given) returned EP2 antag 5, S1P4 ag 0.2, eIF4E-4G inh -2, S1P4 antagonist 2, EP2 mod 27, NPY Y1 blocker 1, NPY1 pot ag 11, NPY-Y2 PAM-ag 5 and p97 inhibitor 4.
`CCn1c(SCC(=O)OCC(=O)N2c3ccccc3NC(=O)C2(C)C)nnc1-c1ccco1` gave EP2 antag 14, S1P4 ag 1.0, eIF4E-4G inh 4, S1P4 antagonist -2, EP2 mod 37, NPY Y1 blocker 3, NPY1 pot ag -10, NPY-Y2 PAM-ag 0 and p97 inhibitor -8.
